IkB signaling = suppresses IkB signaling in ABC-DLBCL reporter cells; actives 0.04% (n = 110,000); ABC-DLBCL IkBa-CBG/CBR dual luciferase ratio, 4 h; response scale: scaled: untreated 0%, proteasome inhibitor 100%; Potency, µM (top dose mostly 57.1 µM), for the others: at the highest dose IkBa stabilization activation; active = well fitted curve in the direction sought with a large enough effect in the signal ratio, not every such curve was filed as active; inconclusive = small, poorly fitted or top-dose-only effect, or a change in a side signal; the % refers to the signal ratio;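 also: the direction sought is a rising ratio; 0% = basal untreated cells and 100% = reference inhibitor full response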
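Luminescence ratio of IκBα-fused green versus native red beetle luciferase in OCI-Ly3 cells, 4 h post-doxycycline with compound; red signal alone, scaled from basal (0%) to zero light (-100%), flagged nonspecific or cytotoxic effects.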
Imprint erasure = inducers of genomic imprint erasure in mouse ES cells; mouse ES Peg3-LacZ reporter, beta-gal luminescence, 40 h; Potency, µM (highest dose often 60.7 µM), without a hit: at the highest dose activity change, positive = activation, usual class: activators; actives 0.02% (n = 110,000); AID 1948;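 also: 0% = negative control wells on the plate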
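Each well holds 300 Peg3LacZ-Neo (maternal) female ES cells incubated 40 h at 37C, 5% CO2. LacZ is measured by BetaGlo luminescence, with AC50 and maximum efficacy derived from dose-response curves.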
p53ts 32C tox = cytotoxicity in p53ts cells at permissive temperature; actives 0.93% (n = 130,000); AID 924; Potency, µM (doses to about 46.1 µM), for the others: at the highest dose activity change, negative = cytotoxicity, actives largely listed as cytotoxic; H1299-p53A138V at 32C, ATP luminescence viability, 24 h;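 also: 0% = DMSO and -100% = full killing by reference compound; nearly all actives have a fitted effect of over 55% in size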
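ATP-content luminescence (ATPlite) read-out after 24 h compound exposure at 32C in H1299-p53A138V cells (600/well). Tested up to 46 uM. Normalized to DMSO (0%) and 100 uM tamoxifen (100% killing); Hill-fit AC50.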
p53ts 39C tox = p53ts cell cytotoxicity, nonpermissive temperature; H1299-p53A138V viability at 39C, ATP luminescence, 24 h; Potency, µM (top dose mostly 46.1 µM), inactives show at the highest dose activity change, negative = cell killing, usual class: cytotoxic; actives 1.5% (n = 130,000); AID 902; also: nearly all actives have a fitted effect of over 55% in size
An asterisk follows results filed as active; [ ] = another dose, or the depositor's remark. Unless noted, calls follow the shape of the dose curve; as a rule, active = well fitted curve in the direction sought with a large enough effect; inconclusive = small, poorly fitted or top-dose-only effect, or another doubt; inactive = no such curve, though single readings can be large; an effect the other way counts as inactive or inconclusive. Unless noted, % is scaled to controls: 0 for no effect and ±100 for the full control effect; potency is read from the fitted curve at half-maximal effect.

COc1ccc(OC)c(C2C(C(=O)Nc3ccc(C)cc3)=C(C)Nc3nnnn32)c1 (stereo not drawn) was read as IkB signaling 0.6%, Imprint erasure -14%[10.9 µM], p53ts 32C tox 24% and p53ts 39C tox -10%.
For CC1CCc2sc3ncnc(N4CCOCC4)c3c2C1 (stereo not drawn) the results were IkB signaling -0.1%, Imprint erasure -9%, p53ts 32C tox 0% and p53ts 39C tox 3%.
For C#CCN(C#N)c1nc(NCC)nc(NC(C)C)n1 the results were IkB signaling -1.0%, Imprint erasure 4%, p53ts 32C tox -4% and p53ts 39C tox 4%.
`Brc1ccccc1-c1nnc(CSc2nncn2-c2ccccc2)o1` gave IkB signaling 0.7%, Imprint erasure -11%, p53ts 32C tox 4% and p53ts 39C tox -2%.
`CC(C)c1nnc(NC(=O)Cn2nc(-c3ccc4c(c3)OCCO4)ccc2=O)s1` gave IkB signaling 4.5%, Imprint erasure -1%, p53ts 32C tox -7% and p53ts 39C tox -2%.
CCCSCCCNC(=O)c1ccc2nc(Cc3ccccc3)oc2c1 was read as IkB signaling -1.2%, Imprint erasure -15%[10.9 µM], p53ts 32C tox -14% and p53ts 39C tox 5%.
`O=C(O)CCN1CCc2ccccc21` gave IkB signaling 0.9%, Imprint erasure -8%, p53ts 32C tox 5% and p53ts 39C tox 2%.
Screening O=C(c1ccco1)N1CCN(C(=O)c2cc3c(s2)-c2ccccc2OC3)CC1 returned IkB signaling inconclusive, Imprint erasure -21%, p53ts 32C tox 0% and p53ts 39C tox 4%.
`CCc1ccc(NC(=O)C(=O)NCC(c2cccnc2)N2CCN(c3ccc(F)cc3)CC2)cc1` (stereo not drawn) gave IkB signaling inconclusive, Imprint erasure -12%[10.9 µM], p53ts 32C tox 6% and p53ts 39C tox -17%.
For Cc1ccc(O)c(C(=O)c2cc(C#N)c(=O)n(CC3CCCO3)c2)c1 (stereo not drawn) the results were IkB signaling 0.8%, Imprint erasure -12%, p53ts 32C tox 10% and p53ts 39C tox 3%.
`S=c1[nH]nc(-c2ccccc2)n1CC1CCCO1` (stereo not drawn) gave IkB signaling 0.2%, Imprint erasure -1%, p53ts 32C tox 0% and p53ts 39C tox 7%.
For Cc1ccc(S(=O)(=O)c2nc(S(C)(=O)=O)sc2N(C)C)cc1 the results were IkB signaling 0.0%, Imprint erasure -6%, p53ts 32C tox 13% and p53ts 39C tox 1%.
For CN(C)c1nc(SCCOC(=O)c2ccccc2)nc(N(C)C)n1 the results were IkB signaling -0.9%, Imprint erasure 16%, p53ts 32C tox -3% and p53ts 39C tox -5%.
Screening Cc1cnc(CNc2ncnc3ccc(-c4cccc(NS(C)(=O)=O)c4)cc23)cn1 returned IkB signaling 1.8%[11.4 µM], Imprint erasure -7%, p53ts 32C tox 18% and p53ts 39C tox 3%.
`COc1ccc(Cn2c(CCC(=O)Nc3cccc(Cl)c3)nc3cccnc32)cc1` gave IkB signaling -1.2%, Imprint erasure 14%[10.9 µM], p53ts 32C tox -7% and p53ts 39C tox -19%.
`Cc1ccc(-c2onc(C)c2C)cc1S(=O)(=O)Nc1ccccn1` gave IkB signaling -0.6%, Imprint erasure -8%[10.9 µM], p53ts 32C tox -2% and p53ts 39C tox -20%.
`Cc1ccc(NC(=O)CSc2ncccc2C(=O)Oc2ccccc2Cl)cc1Cl` gave IkB signaling inconclusive, Imprint erasure -11%[10.9 µM], p53ts 32C tox -3% and p53ts 39C tox inconclusive.
Screening Cc1ccc2scc(N3CCCCC3)c(=O)c2c1 returned IkB signaling 31%, Imprint erasure -7%[10.9 µM], p53ts 32C tox 13µM* and p53ts 39C tox 16µM*.
`COc1ccc(-n2c(=O)c(-c3ccc(Cl)cc3)nc3cnc(N4CCNCC4)nc32)cc1` gave IkB signaling -1.8%[11.4 µM], Imprint erasure -26%, p53ts 32C tox inconclusive and p53ts 39C tox inconclusive.
`Cc1noc(C)c1S(=O)(=O)N1CCC(C(=O)NC2CCCc3ccccc32)CC1` (stereo not drawn) gave IkB signaling -0.9%, Imprint erasure -9%, p53ts 32C tox 6% and p53ts 39C tox 4%.

Some of these compounds in order of formula weight, lowest first:
`Cc1ccc(-c2onc(C)c2C)cc1S(=O)(=O)Nc1ccccn1` gave IkB signaling -0.6%, Imprint erasure -8%[10.9 µM], p53ts 32C tox -2% and p53ts 39C tox -20%.
For Cc1ccc(S(=O)(=O)c2nc(S(C)(=O)=O)sc2N(C)C)cc1 the results were IkB signaling 0.0%, Imprint erasure -6%, p53ts 32C tox 13% and p53ts 39C tox 1%.
CCCSCCCNC(=O)c1ccc2nc(Cc3ccccc3)oc2c1 was read as IkB signaling -1.2%, Imprint erasure -15%[10.9 µM], p53ts 32C tox -14% and p53ts 39C tox 5%.
Screening O=C(c1ccco1)N1CCN(C(=O)c2cc3c(s2)-c2ccccc2OC3)CC1 returned IkB signaling inconclusive, Imprint erasure -21%, p53ts 32C tox 0% and p53ts 39C tox 4%.
COc1ccc(OC)c(C2C(C(=O)Nc3ccc(C)cc3)=C(C)Nc3nnnn32)c1 (stereo not drawn) was read as IkB signaling 0.6%, Imprint erasure -14%[10.9 µM], p53ts 32C tox 24% and p53ts 39C tox -10%.
`COc1ccc(-n2c(=O)c(-c3ccc(Cl)cc3)nc3cnc(N4CCNCC4)nc32)cc1` gave IkB signaling -1.8%[11.4 µM], Imprint erasure -26%, p53ts 32C tox inconclusive and p53ts 39C tox inconclusive.

The listing continues.
`Cc1cccc(NC(=O)c2sc(-n3nc(C)c(Cc4ccc5c(c4)OCO5)c3C)nc2C)c1C` gave IkB signaling 0.5%, Imprint erasure -12%[10.9 µM], p53ts 32C tox 2% and p53ts 39C tox 8%.
For Cc1ccc(C)c(NC(=O)Cn2ncc3c(C)n(Cc4ccc(F)cc4)c(C)c3c2=O)c1 the results were IkB signaling 3.3%, Imprint erasure inconclusive, p53ts 32C tox -3% and p53ts 39C tox 21%.
N#Cc1c(-c2ccccc2)nc(SCc2nc(N)nc(N3CCCCC3)n2)[nH]c1=O was read as IkB signaling -3.3%, Imprint erasure -4%, p53ts 32C tox 9% and p53ts 39C tox -2%.
Cc1ccc(Cn2ccnc2SCC(=O)Nc2ccc3c(c2)OCCO3)cc1 was read as IkB signaling 0.6%, Imprint erasure 5%[10.9 µM], p53ts 32C tox 5% and p53ts 39C tox -28%.
CCCS(=O)(=O)N1CCN(C(=O)c2cccnc2)CC1 was read as p53ts 32C tox 1% and p53ts 39C tox -2%.
`CCc1ccc(NC(=O)CSc2nc3ccsc3c(=O)n2C(C)CC)cc1` (stereo not drawn) gave IkB signaling -0.4%, Imprint erasure 3%[10.9 µM], p53ts 32C tox 16% and p53ts 39C tox -19%.
Screening CC1=C(C(=O)OC(C)C)C(c2ccc(N(C)C)cc2)C2=C(CC(C)(C)CC2=O)N1 (stereo not drawn) returned IkB signaling 1.1%, Imprint erasure -10%, p53ts 32C tox 18% and p53ts 39C tox -10%.
Screening Brc1ccccc1OCCCN1CCOCC1 returned IkB signaling -2.3%, Imprint erasure -17%, p53ts 32C tox -1% and p53ts 39C tox 0%.
Screening CCCCNC(=O)CCC(=O)NNc1nc2ccccc2c2nc(-c3ccccc3)nn12 returned IkB signaling 2.5%, Imprint erasure inconclusive, p53ts 32C tox -2% and p53ts 39C tox 13µM*.
Screening Cc1c(Cl)cccc1-n1ncc(C(=O)N2CCN(C)CC2)c1C1CCN(C(=O)OC(C)(C)C)CC1 returned IkB signaling inconclusive, Imprint erasure 6%[10.9 µM], p53ts 32C tox -4% and p53ts 39C tox 28%.
Screening Cc1cc(C)c(Cn2c(=O)n(CCCC(=O)NCc3ccc4c(c3)OCO4)c(=O)c3sccc32)c(C)c1 returned IkB signaling inconclusive, Imprint erasure 10%[10.9 µM], p53ts 32C tox -15% and p53ts 39C tox inconclusive.
Screening COc1ccc(Nc2ccc3cc(S(=O)(=O)N4CCCC4)ccc3n2)cc1OC returned IkB signaling -2.9%, Imprint erasure -4%[10.9 µM], p53ts 32C tox 20% and p53ts 39C tox -17%.
Screening CC(C)(C)OC(=O)N1CCC(c2c(C(=O)NCCc3ccccc3)cnn2-c2ccc(F)cc2F)CC1 returned IkB signaling inconclusive, Imprint erasure 10%[10.9 µM], p53ts 32C tox 16% and p53ts 39C tox 13%.
`CNCc1ccc(OCc2ccccc2)c(OC)c1` gave IkB signaling -1.4%, Imprint erasure -50%[inhibitor], p53ts 32C tox -6% and p53ts 39C tox -20%.
`COCCn1cc(C(=O)c2ccccc2OCC(=O)Nc2cc(C)on2)cc(C#N)c1=O` gave IkB signaling 2.2%, Imprint erasure -3%, p53ts 32C tox 2% and p53ts 39C tox 15%.
Screening CCC(=O)NC1(C(F)(F)F)C(=O)Nc2c1c(=O)n(C)c(=O)n2C (stereo not drawn) returned IkB signaling 1.0%, Imprint erasure -5%, p53ts 32C tox -1% and p53ts 39C tox 5%.
For CCN(C(=O)CSc1nnc(Nc2ccccc2C)s1)C1CCS(=O)(=O)C1 (stereo not drawn) the results were p53ts 32C tox 0% and p53ts 39C tox 12%.
COc1ccc(-n2nnc3c(SCC(=O)c4ccccc4)ncnc32)cc1 was read as p53ts 32C tox 2% and p53ts 39C tox -18%.
CCCC1(C(=O)OCC)NC(c2ccc(OC)cc2OC)C2C(=O)N(c3ccccc3)C(=O)C21 (stereo not drawn) was read as p53ts 32C tox -13% and p53ts 39C tox -1%.
`O=C(Nc1ccc2nc3n(c(=O)c2c1)CCCC3)c1cccc([N+](=O)[O-])c1` gave p53ts 32C tox 23% and p53ts 39C tox 8%.
`OCC1OC(n2nc3ccccc3n2)C(O)C(O)C1O` (stereo not drawn) gave IkB signaling 0.0%, Imprint erasure -1%, p53ts 32C tox 8% and p53ts 39C tox -7%.
Cc1cccc2c1nc(-c1ccccc1)n1cnnc21 was read as IkB signaling 0.2%, Imprint erasure -5%, p53ts 32C tox -2% and p53ts 39C tox -1%.
For Cc1cc(-n2c(C)cc(C(=O)COc3ccc4ccc(=O)oc4c3)c2C)no1 the results were IkB signaling 1.0%, Imprint erasure -19%, p53ts 32C tox -11% and p53ts 39C tox -19%.
`CNS(=O)(=O)c1cn(CC(=O)Nc2ccc(OC)cc2OC)cc1S(=O)(=O)NC` gave IkB signaling -1.7%, Imprint erasure 15%[10.9 µM], p53ts 32C tox 6% and p53ts 39C tox 6%.
Cn1ncc2c(Nc3cccc(C#N)c3)ncnc21 was read as IkB signaling -3.3%, Imprint erasure -17%[10.9 µM], p53ts 32C tox 13% and p53ts 39C tox 31%[activator].
For Cc1ccc(NC(=O)CSc2c3c(nc4ccccc24)CCCC3)cc1F the results were IkB signaling inconclusive, Imprint erasure 8%[10.9 µM], p53ts 32C tox inconclusive and p53ts 39C tox 16µM*.
O=c1nc(N2CCCC2)nc(Nc2ccccc2)[nH]1 was read as IkB signaling 0.9%, p53ts 32C tox -4% and p53ts 39C tox 5%.
Cn1cccc1Cc1nnc(SCC(=O)N2CCc3ccccc32)n1CCc1ccccc1 was read as IkB signaling -0.3%, Imprint erasure -15%, p53ts 32C tox inconclusive and p53ts 39C tox -1%.
Screening CCn1c(SCC(=O)C(C)(C)C)nnc1-c1ccccn1 returned IkB signaling -0.2%, Imprint erasure -10%, p53ts 32C tox 0% and p53ts 39C tox 7%.
Cn1c(=O)oc2cc(S(=O)(=O)N3CCCC(C(=O)N4CC=C(c5ccccc5)CC4)C3)ccc21 (stereo not drawn) was read as IkB signaling inconclusive, Imprint erasure -26%, p53ts 32C tox 2% and p53ts 39C tox 8%.
Screening COc1ccc(-c2noc(-c3ccccc3C(=O)Nc3cccnc3)n2)cc1OC returned IkB signaling -5.2%, Imprint erasure -35%[inhibitor], p53ts 32C tox 8% and p53ts 39C tox 4%.
CCOC(=O)c1nnn(-c2ccccc2)c1C was read as p53ts 32C tox 7% and p53ts 39C tox 21%.
Screening O=C(Cn1nnnc1-c1ccccc1F)Nc1ccc(OC(F)(F)F)cc1 returned IkB signaling 0.7%, Imprint erasure -8%[10.9 µM], p53ts 32C tox 9% and p53ts 39C tox -13%.
Cc1cc(C(=O)Nc2nnc(-c3ccccc3)s2)no1 was read as IkB signaling inconclusive, Imprint erasure 20%, p53ts 32C tox inconclusive and p53ts 39C tox inconclusive.
Screening CC1=C(C(=O)NCc2ccc(Cl)cc2)C2(CCCCC2)OC1=O returned IkB signaling -0.3%, Imprint erasure -6%[10.9 µM], p53ts 32C tox 1% and p53ts 39C tox -21%.
